Screening results as filed in PubChem.
Pin1 inh – human Pin1 inhibition; AID 504891; Pin1 FP peptide displacement, HiFluor488, 10 min; actives 0.009% (n = 390,000); Potency, µM (doses to about 115 µM), inactives show at the highest dose activity, negative = inhibition, actives largely listed as inhibitors; active means well fitted inhibition curve with a large enough effect in the polarisation, with a control signal flat, not every such curve was filed as active; inconclusive means small, poorly fitted or top-dose-only effect, or effect the other way, or a change in a side signal; inactive means no such curve, though single readings can be large or run the other way; the % refers to the polarisation; further: potency means the concentration at half of the fitted maximal effect; on the % scale 0 is the no-effect control and ±100 the full control effect
Target sequence (Q13526 whole entry, looked up): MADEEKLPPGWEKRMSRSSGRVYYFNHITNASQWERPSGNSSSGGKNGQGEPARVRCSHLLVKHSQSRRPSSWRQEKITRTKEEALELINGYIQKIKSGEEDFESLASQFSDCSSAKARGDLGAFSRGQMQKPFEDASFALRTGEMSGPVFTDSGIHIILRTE
GLS inh – inhibitors of human glutaminase (GLS) | O94925 | GLS enzymatic activity, qHTS titration | Potency, µM (highest dose often 45.5 µM), without a hit: at the top dose activity change, negative = inhibition, most hits filed as inhibitors | actives 0.21% (n = 410,000) | AID 624170; further: potency means the concentration at half of the fitted maximal effect; on the % scale 0 is the no-effect control and ±100 the full control effect
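Glutamate formation by hKGA was monitored fluorometrically using coupled glutamate oxidase, HRP and Amplex Red. Substrate was added as 1 mM L-glutamine solution; incubation was 30 min at RT after an initial read.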
TrxR1 substrate – is turned over as a substrate by rat TrxR1 | O89049 | purified TrxR1 substrate turnover, NADPH consumption readout | Potency, µM (series often up to 114 µM), for inactives: at the highest dose activity change, negative = substrate turnover | actives 0.01% (n = 390,000) | AID 588456; further: potency means the concentration at half of the fitted maximal effect; on the % scale 0 is the no-effect control and ±100 the full control effect; nearly all actives have a fitted effect of over 50% in size
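Rat TrxR1, dispensed at 90 nM, was prereduced with 400 uM NADPH (final) for 5 min at ~22 deg C, then incubated with compound 15 min before 400 uM selenite. A first-read NADPH fluorescence drop versus no-compound background flagged substrates.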
HP1b binding inh – blocks HP1-beta chromodomain binding to methylated histone tails | P83916 | AlphaScreen HP1-beta / biotin-H3K9me3 peptide binding | Potency, µM (doses to about 114 µM), for inactives: top-dose activity change, negative = inhibition, usual class: inhibitors | actives 0.56% (n = 390,000); further: potency means the concentration at half of the fitted maximal effect; nearly all actives have a fitted effect of over 70% in size; inactives centre near 23
Target sequence (P83916 whole entry, looked up): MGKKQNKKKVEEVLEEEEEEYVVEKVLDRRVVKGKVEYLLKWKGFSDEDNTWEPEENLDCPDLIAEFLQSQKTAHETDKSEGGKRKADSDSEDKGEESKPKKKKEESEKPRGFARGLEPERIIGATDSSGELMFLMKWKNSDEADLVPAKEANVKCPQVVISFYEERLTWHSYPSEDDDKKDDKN
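Compound inhibition of the preformed complex between 50 nM HP1-beta and 50 nM biotinylated H3K9me3 peptide was read by AlphaScreen. Buffer was PBS pH 7.4 with 0.01% Tween-20. Incubations ran 30 min at room temperature, with 10 ug/mL donor/acceptor beads.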
PI4K2A block – inhibitors of human PI4K2A. Q9BTU6. purified PI4K2A, ADP-Glo luminescence, 1 h; stronger effect = lower value. activity change, negative = inhibition, % at 76.9 µM. actives 0.13% (n = 420,000). AID 1346378; in the data active means activity change below about -50%; inconclusive means mostly about -30% to -49%;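 further: -100% = wells without enzyme as full effect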
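Compounds are screened against recombinant PI4K2A using PI as substrate and ATP, the latter dispensed at 300 microM. Reactions run one hour at ambient temperature before ADP-Glo detection; full inhibition defined by wells lacking enzyme.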
IDH1 R132H inh – human IDH1 R132H inhibition; O75874; IDH1-R132H enzyme, NADPH consumption, diaphorase/resazurin fluorescence; Potency, µM (titrated, usually from 76.6 µM), for inactives: top-dose activity change, negative = inhibition, usual class: inhibitors; actives 0.093% (n = 390,000); further: potency means the concentration at half of the fitted maximal effect; on the % scale 0 is the no-effect control and ±100 the full control effect; nearly all actives have a fitted effect of over 65% in size
Target sequence (O75874 whole entry R132H, stated change not applied): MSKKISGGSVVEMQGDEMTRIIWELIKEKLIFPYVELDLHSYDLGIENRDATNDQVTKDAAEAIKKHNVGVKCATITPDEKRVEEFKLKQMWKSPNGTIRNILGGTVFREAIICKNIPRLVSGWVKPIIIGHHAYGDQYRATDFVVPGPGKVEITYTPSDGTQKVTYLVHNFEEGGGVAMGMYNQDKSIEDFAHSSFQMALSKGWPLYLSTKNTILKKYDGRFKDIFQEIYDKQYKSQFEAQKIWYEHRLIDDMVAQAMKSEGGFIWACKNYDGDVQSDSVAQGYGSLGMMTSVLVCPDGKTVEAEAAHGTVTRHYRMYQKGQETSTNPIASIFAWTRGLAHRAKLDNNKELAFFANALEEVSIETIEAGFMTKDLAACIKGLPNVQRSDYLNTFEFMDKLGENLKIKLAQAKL
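IDH1-R132H (0.5 ug/mL) preincubated 30 min with compound, then NADPH (0.016 mM) and alpha-KG (2 mM) added; 80 min at RT, pH 7.5. Remaining NADPH coupled via diaphorase/resazurin to fluorescence (540/590 nm); concentration-response curves normalized to no-enzyme control.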
Tb PGK inh – blocks T. brucei phosphoglycerate kinase; P07378; Potency, µM (top dose mostly 57.5 µM), for the others: at the highest dose activity change, negative = inhibition, most hits filed as inhibitors; actives 0.043% (n = 380,000); PGK/GAPDH coupled, Kinase-Glo luminescence, 60 min; AID 602233; further: potency means the concentration at half of the fitted maximal effect; on the % scale 0 is the no-effect control and ±100 the full control effect; nearly all actives have a fitted effect of over 60% in size
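Luminescent ATP detection (Kinase-Glo Plus) follows a 60-minute room-temperature incubation, with wells lacking PGK as controls. Buffer: 100 mM TEA (pH 7.6), 5 mM MgCl2, 0.01% Tween-20. Coupling enzyme GAPDH (100 nM final) supplies unstable 1,3-BPG in-well.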
USP1 inh – USP1/UAF1 (human) deubiquitinase inhibition; O94782; recombinant USP1/UAF1, Ub-Rhodamine cleavage fluorescence; actives 0.23% (n = 390,000); AID 743255; Potency, µM (titrated, usually from 57.1 µM), for the others: at the highest dose activity change, negative = inhibition, actives largely listed as inhibitors; further: potency means the concentration at half of the fitted maximal effect; on the % scale 0 is the no-effect control and ±100 the full control effect; nearly all actives have a fitted effect of over 60% in size; inactives centre near -12
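In this screen, compounds sit with the deubiquitinase complex (1nM) for 15 min at room temperature before Ub-Rho is added at 150nM final. Fluorescence rise is then followed for 6 reads every 60 seconds.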
rTrxR1 inhibitor – rat TrxR1 inhibition. recombinant rTrxR1, NADPH fluorescence consumption, selenite substrate. Potency, µM (highest dose often 114 µM), without a hit: top-dose activity change, negative = inhibition, most hits filed as inhibitors. actives 1% (n = 390,000); further: potency means the concentration at half of the fitted maximal effect; on the % scale 0 is the no-effect control and ±100 the full control effect; nearly all actives have a fitted effect of over 65% in size
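Rat TrxR1 (90 nM in the dispensed reagent) was pre-reduced with 400 uM NADPH for 5 min at room temperature, then incubated with compound for 15 min. After 400 uM selenite was added, NADPH fluorescence (Ex 340/Em 450 nm) was followed for 8 min.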
Starred values were filed as active, the others as inactive; i = inactive; ? = inconclusive; nt = no result given; [ ] = another dose, or the depositor's remark. Unless noted, the call rests on the fitted dose curve; in most records, active means well fitted curve in the direction sought with a large enough effect; inconclusive means small, poorly fitted or top-dose-only effect, or another doubt; inactive means no such curve, though single readings can be large; an effect the other way counts as inactive or inconclusive. Not all compounds are listed, so the mix of outcomes need not match the whole.

SMILES	Pin1 inh	GLS inh	TrxR1 substrate	HP1b binding inh	PI4K2A block	IDH1 R132H inh	Tb PGK inh	USP1 inh	rTrxR1 inhibitor
CSc1ccccc1NC(=O)Cc1ccc(Br)cc1	-6%	17%	-16%	26%	9	3%	-4%	-5%	3%[57.1 µM]
COc1ccc(CCNC(=O)CSc2nc(C)nc3c2c(=O)n(C)c(=O)n3C)cc1OC	-4%	3%	8%[57.1 µM]	34%	-3	5%	-5%	-13%	5%[57.1 µM]
COc1ccc(NC(=O)[C@@H]2CCCN2S(=O)(=O)c2ccc(Cl)cc2)cc1	-1%	1%	-4%	25%	-1	1%	1%	-3%	-4%
COCCCNC(=O)c1ccc2c(c1)NC(=O)C(C(C)C)N2 (stereo unspecified)	-7%	4%	-4%	20%	-1	-1%	-3%	-22%	10%
O=c1c2c(n3cnnc3n1-c1ccccc1)-c1ccccc1CC21CCCCC1	2%	6%	-1%	30%	0	0%	3%	-11%	-2%
C=CC(c1ccccc1)C(C(=O)c1ccccc1)N(C)C (stereo unspecified)	-3%	0%	-15%	15%	3	3%	-1%	-13%	-18%
CCCOc1ccc(N2C(=O)CC(SC(=N)N3N=C(c4ccccc4)CC3c3ccccc3)C2=O)cc1 (stereo unspecified)	8%	-10%	6%	29%	5	-4%	-5%	-20%	25%
CCc1cc2c(=O)c(-c3nc4ccccc4n3C)coc2c(CN2CCC(C)CC2)c1O	-2%	3%	6%	21%	-2	-3%	-3%	-17%	-4%
O=S(=O)(NCCc1ccccn1)c1ccc(-c2ccccn2)s1	-1%	3%	0%	30%	1	6%	4%	-1%	12%
COc1ccc(CN2CCN(Cc3ccc(C(F)(F)F)cc3)CC2)cc1	-3%	5%	-3%	?	1	5%	-5%	-15%	16%
Cc1nn(Cc2ccc([N+](=O)[O-])cc2)c(=O)n1-c1c(F)cccc1F	-3%	-10%	-1%	23%	2	4%	-6%	-4%	11%
O=C1NC2=C(C(=O)CCC2)C(c2ccccc2[N+](=O)[O-])N1 (stereo unspecified)	?	-17%	4%[57.1 µM]	-9%	-5	5%	5%	-13%	-2%[57.1 µM]
Cc1ccc[n+](C(C)C(=O)c2ccc(-c3ccccc3)cc2)c1 (stereo unspecified)	-1%	-7%	4%	26%	-1	5%	i	-12%	4%
O=C(O)CSc1ncnc2scc(-c3ccccc3)c12	-2%	14%	0%	6%	-2	-3%	-8%	-5%	18%
CC(C)(C)OC(=O)N1CCC[C@H]1c1nnc(SCc2ccccc2F)o1	-1%	10%	3%	53%[activator]	3	3%	5%	-5%	8%
CCN(CC)C(=O)C1CCCN(c2ccc([N+](=O)[O-])cc2/C=N/NC(=O)c2cccc(Br)c2)C1 (stereo unspecified)	48%[activator]	-9%	-7%	68%[activator]	-3	2%	-6%	-21%	-6%
C=CCNC(=O)Nc1ccc(Br)cc1Cl	-3%	1%	6%	40%[activator]	-2	-5%	nt	-20%	23%
CCCNC(=S)Nc1ccc(Cl)cc1C	45%	4%	-14%	23%	-2	-1%	-9%	-15%	1%
CC(C)C[C@@H](CO)NS(=O)(=O)c1c(F)cccc1F	-2%	4%	-3%	50%[activator]	4	11%	5%	-6%	-6%
Cc1ccc(NC(=O)c2ccc(-n3nncc3-c3ccccc3)cc2)cc1	-1%	nt	-5%	3%[57 µM]	nt	nt	nt	nt	-5%
Cc1sc(=NC(=O)c2ccco2)n(C)c1-c1ccccc1	-2%	?	1%	8%	-1	4%	-10%	-27%	-16%
Cc1nc2c(-c3ccc(F)cc3)cnn2c2c1CCC2	-2%	9%	21%	64%[activator]	1	-7%	0%	-18%	-11%
Cc1nnc(-c2cnn(C)c2N)n1Cc1cccc(Cl)c1	-12%	11%	9%	30%	5	2%	0%	-16%	-4%
COc1ccc(N2CCN(C(=S)Nc3cccc(C)c3)CC2)cc1	-3%	11%	7%[57.1 µM]	16%	-1	3%	nt	3%	29%
CC(C)NC(=O)Nc1cccc2c1O[C@H](CN(C)C(=O)NC(C)C)[C@@H](C)CN([C@H](C)CO)C2=O	0%	1%	7%	61%	-11	10%	-2%	-26%	13%
COc1ccc(C(=O)N/C(=C\c2cccc3ccccc23)C(=O)N2CCN(C)CC2)cc1OC	-4%	-5%	-5%	21%	7	0%	-1%	-21%	6%
Cc1ccc(-c2csc(NC(=O)CN3CCOCC3)n2)cc1	6%	-4%	2%	7%	-3	3%	-5%	-8%	16%
O=C1C2CC=CCC2C(=O)N1CC(=O)N(Cc1ccccc1)C1CCS(=O)(=O)C1 (stereo unspecified)	0%	-3%	5%	20%	3	1%	-6%	-10%	7%
Cc1[nH]nc(Nc2ccc(C(C)C)cc2)c1[N+](=O)[O-]	-1%	-13%	5%[57.1 µM]	-1%	-3	10%	i	-10%	11%[11.4 µM]
O=C(Nc1cccc2ccccc12)c1cnccn1	3%	0%	4%	32%	-4	6%	-5%	-19%	7%

Three compounds already listed, arranged by the value under GLS inh, lowest first.
mol,GLS inh
Cc1[nH]nc(Nc2ccc(C(C)C)cc2)c1[N+](=O)[O-],-13%
Cc1ccc(-c2csc(NC(=O)CN3CCOCC3)n2)cc1,-4%
CC(C)NC(=O)Nc1cccc2c1O[C@H](CN(C)C(=O)NC(C)C)[C@@H](C)CN([C@H](C)CO)C2=O,1%

Limited to GLS inh, USP1 inh and PI4K2A block (5 entries from above):
structure	GLS inh	USP1 inh	PI4K2A block
CCCOc1ccc(N2C(=O)CC(SC(=N)N3N=C(c4ccccc4)CC3c3ccccc3)C2=O)cc1 (stereo unspecified)	-10%	-20%	5
CCc1cc2c(=O)c(-c3nc4ccccc4n3C)coc2c(CN2CCC(C)CC2)c1O	3%	-17%	-2
O=S(=O)(NCCc1ccccn1)c1ccc(-c2ccccn2)s1	3%	-1%	1
COc1ccc(CN2CCN(Cc3ccc(C(F)(F)F)cc3)CC2)cc1	5%	-15%	1
Cc1nn(Cc2ccc([N+](=O)[O-])cc2)c(=O)n1-c1c(F)cccc1F	-10%	-4%	2

(next part)
SMILES	Pin1 inh	GLS inh	TrxR1 substrate	HP1b binding inh	PI4K2A block	IDH1 R132H inh	Tb PGK inh	USP1 inh	rTrxR1 inhibitor
CC(C)CCN1CCC[C@]2(N[C@H](c3ccc(C(F)(F)F)cc3)[C@@H]3C(=O)N(Cc4ccccc4)C(=O)[C@@H]32)C1=O	nt	-5%	nt	nt	-3	-5%	0%	-16%	nt
C(=N\Nc1nnnn1-c1ccccc1)/c1ccncc1	0%	16%	-4%	27%	-8	2%	i	-13%	6%
COc1ccc(C(=O)N2CCCN(C)CC2)cc1S(=O)(=O)N1CCCc2ccccc21	1%	-18%	-4%	42%[activator]	4	3%	5%	-18%	-15%
O=C(CSc1nnc(-c2ccccn2)n1Cc1ccco1)Nc1ccc2c(c1)OCO2	0%	-7%	4%[57.1 µM]	7%	1	1%	-4%	-9%	-25%
COc1ccc(C/C(N)=N/OC(=O)c2cccc([N+](=O)[O-])c2)cc1	-6%	5%	7%[57.1 µM]	-17%	2	-4%	-1%	-8%	-4%[57.1 µM]
Cc1ccc(C2CCN(C(=O)c3cnn(-c4ccccc4Cl)c3C3CCN(C(=O)OC(C)(C)C)CC3)C2)cc1 (stereo unspecified)	-1%	4%	-4%	-1%	-2	-10%	i	-22%	20%
N#Cc1ccccc1Oc1ccc(S(=O)(=O)N2CCCCC2)cn1	-3%	-1%	-14%	38%	-5	4%	-5%	-19%	-8%
Cc1ccc(C)c(S(=O)(=O)Nc2ccc3[nH]c(=O)[nH]c3c2)c1	0%	14%	-5%	15%	3	10%	-8%	-21%	-5%
O=[N+]([O-])c1ccc(NN=Cc2ccc3c(c2)OCO3)nc1	?	4%	-13%	23%	-6	5%	-9%	-11%	-17%
O=C(COC(=O)c1cccc(Br)c1)NCCc1ccccc1	0%	-1%	2%	52%[activator]	-3	6%	-9%	-16%	6%
CCOC(=O)/C(C#N)=c1/s/c(=C2\C=Cc3ccccc3N2CC)c(=O)n1CC	-2%	-4%	-2%	6%	-6	4%	-3%	-19%	1%
Cn1c(=O)c2c(ncn2CCC(=O)N/N=C/c2cccnc2)n(C)c1=O	1%	-7%	-1%[57.1 µM]	46%	6	1%	-3%	-4%	13%[57.1 µM]
COc1ccc(CC(=O)OCC(=O)N2CCCC(C)C2)cc1 (stereo unspecified)	-1%	-3%	-2%	-21%	3	-9%	-3%	-12%	13%
Cc1ccc(NS(=O)(=O)c2ccc(C(=O)NCc3ccc(S(N)(=O)=O)cc3)cc2)cc1	-2%	8%	0%	21%	-5	-2%	-4%	-14%	8%
